High-throughput results from PubChem.
PhoP GFP inhibition: Inhibition of PhoP regulon, Salmonella typhi GFP reporter cells, confirmation, 4 h (AID 1850). Salmonella Typhi PhoP-promoter GFP reporter, fluorescence, 4 h; higher % means a stronger effect. inhibition, % at 50 µM; hits with a dose series show IC50 in µM. hit rate 0.33% among 310,000; in the data active = a potency from the dose series; inconclusive = inhibition mostly from about 25% at the one dose, without a potency; inactive = the rest, 99 in 100 with inhibition below about 19%;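 note: 0% = induced wells with vehicle and 100% = uninduced wells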
tuberculosis growth: growth inhibition of non-replicating M. tuberculosis (AID 488890); Mycobacterium tuberculosis non-replicating, growth inhibition; higher % means a stronger effect; one-dose inhibition, % at 25 µM; IC50 in µM for titrated hits; hit rate 0.39% among 320,000; in the data active = a potency from the dose series; inconclusive = inhibition mostly from about 82% at the one dose, without a potency; inactive = the rest, 99 in 100 with inhibition below about 76%;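 note: plate controls were DMSO cells for no effect and high antibiotic wells for full effect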
H37Rv inhibition: M. tuberculosis growth inhibition, HTS (AID 449762); M. tuberculosis H37Rv growth inhibition, 7H9 media; higher % means a stronger effect; inhibition, % at 25 µM, or IC50 in µM where a hit was titrated; hit rate 0.59% among 330,000; in the data active = a potency from the dose series; inconclusive = inhibition above about 70% without an active follow-up result;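 note: bacterial growth assessed after seven days of incubation; strong numbers were not always called active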
VEEV TC-83 Vero: inhibitors of VEEV TC-83 cytopathic effect, confirmation, Vero cells (AID 588727); Vero cells, VEEV TC-83 cytopathic effect inhibition; higher % means a stronger effect; inhibition, % at 20 µM; hits with a dose series show IC50 in µM; hit rate 0.13% among 350,000; in the data active = a potency from the dose series; inconclusive = inhibition mostly from about 14% at the one dose, without a potency; inactive = the rest, 99 in 100 with inhibition below about 12%; note: strong numbers were not always called active
H1N1 NS1A inhibition: NS1A inhibition, H1N1 influenza, cell based functional assay (AID 504329); NS1A functional cell-based assay, percent inhibition; higher % means a stronger effect; inhibition, % at 12.5 µM, or IC50 in µM where a hit was titrated; hit rate 0.3% among 340,000; in the data active = a potency from the dose series; inconclusive = inhibition above about 27% without an active follow-up result; note: strong numbers were not always called active
VEEV TC-83 Vero 10K pilot screen: further read-out of VEEV TC-83 Vero, marked with its call; inhibition, %; measured here: 10K pilot screen inhibition
* hit, by the source's call; i = inactive; u = inconclusive; x = no result given. Outcome played no part in choosing rows. Share with any hit: about 1.4%.

SMILES	PhoP GFP inhibition	tuberculosis growth	H37Rv inhibition	VEEV TC-83 Vero	H1N1 NS1A inhibition	others
COc1ccc(N/C=C/C(=O)c2ccc(Cl)cc2)cc1	2%	x	u	1.5%	-4%
O=C(C1CCCO1)N1CCC(c2nc3ccccc3[nH]2)CC1 (configuration not stated)	-6%	-4%	-6%	1.4%	-9%
Cc1ccc(C(C)C)c(OCC(=O)OCC(=O)NC2CCS(=O)(=O)C2)c1 (configuration not stated)	2%	3%	13%	1.4%	2%
CCN(C(=S)Nc1ccc(Oc2ccccc2)cc1)c1ccccc1	-2%	u	-5%	1.4%	-4%
O=C(O)CCn1cc(/C=C\C(=O)c2ccc(Cl)cc2)c(-c2cccc(Br)c2)n1	-3%	15%	-4%	0.2%	0%	VEEV TC-83 Vero 10K pilot screen=4.1
C/C(=N/NC(=O)c1ccncc1)c1c[nH]c2ccccc12	-7%	x	u	1.0%	4%
Cc1c(C(=O)N(C)CCCCN2CCOCC2)oc2c(F)cccc12	9%	1%	0%	0.3%	-1%
N#C/C(=C\c1ccccc1Br)C(=O)NC1CC1	-8%	4%	5%	3.7%	-2%
O=C(Nc1ccc(OCc2ccccc2)cc1)Nc1ccccc1C(=O)NCCCN1CCOCC1	-25%	3%	7%	2.8%	15%
CCN(CC)C(=O)Cn1cnc2sc(C(=O)N3CCN(Cc4ccc5c(c4)OCO5)CC3)c(C)c2c1=O	5%	-1%	-2%	1.2%	-4%
Cc1cccc(NC(=O)CCN2CCN(C/C=C/c3ccccc3)CC2)c1	-7%	25%	4%	i	16%
CCn1c(SCC(=O)Nc2sccc2C(N)=O)nnc1C1CC1	x	0%	-3%	0.1%	0%
CCOc1ccc(NC(=O)CN(c2ccc([N+](=O)[O-])cc2)S(=O)(=O)c2ccccc2)cc1	6%	20%	-10%	i	4%
COc1ccc(CCNC(=O)CSc2c[nH]c3ccccc23)cc1OC	-6%	-9%	-3%	5.2%	2%
CC(=O)c1c(C)[nH]c(C(=O)CSc2ncnc3sc(-c4ccccc4)cc23)c1C	1%	-8%	-2%	4.3%	-19%
COc1ccc(C(=O)Nc2ccc3ccccc3c2)c(OC)c1	-4%	u	70%	1.4%	-4%
CCOC(=O)CNC(=O)CSc1nnc(Cn2cnc3ccccc32)n1C	-8%	-31%	-7%	1.0%	-9%
COc1ccc(C(=O)NC(C)c2nnc(SCC(=O)Nc3nc4ccccc4s3)n2C)cc1 (configuration not stated)	4%	9%	1%	6.5%	-4%
CC(C)C(c1nnnn1Cc1ccc(F)cc1)N1CCSCC1 (configuration not stated)	-16%	11%	-4%	1.8%	-11%
COc1ccc(NC(=O)CSc2nc(N)c(C#N)cc2C#N)cc1	-10%	-9%	-3%	2.0%	-7%
CCCSc1nc(-c2ccccc2)cc(C(F)(F)F)c1C#N	-8%	-15%	-5%	1.4%	-2%
CCCN(CC1CC1)C(=S)NC(=O)c1ccc(S(=O)(=O)N2CCOCC2)cc1	3%	-14%	1%	0.9%	-9%
COc1ccc(CNC(=O)c2c(O)c3cc(OC)c(OC)cc3[nH]c2=O)cc1OC	-3%	4%	5%	1.1%	-3%
COC(=O)C1=C(c2ccc(OC)c(OC)c2)C[C@@H]2CC[C@H]1N2C(=O)N1CCOCC1	x	-5%	-15%	0.6%	5%
CCC1CCCCN1CCN1C(=O)C2C(C(=O)Nc3ccc(OC)cc3)C3C=CC2(O3)C1C(=O)NC1CCCCC1 (configuration not stated)	0%	23%	-4%	i	-5%

Next section.
SMILES	PhoP GFP inhibition	tuberculosis growth	H37Rv inhibition	VEEV TC-83 Vero	H1N1 NS1A inhibition	others
COc1ccc(N2CC(C(=O)Nc3ccc(N4CCOCC4)cc3)CC2=O)cc1 (configuration not stated)	3%	-8%	4%	2.2%	-5%
COc1cccc(-n2nnc3c(=O)n(CC(=O)N4CCCCC4)cnc32)c1	5%	3%	0%	4.0%	0%
Cc1sc(NC(=O)C2C3CCC(C3)C2C(=O)O)c(C(N)=O)c1-c1ccc(C(C)(C)C)cc1 (configuration not stated)	-4%	-6%	-1%	1.0%	-10%
CCN1CCCC(NC(=O)c2scc3c2CCCC3)C1 (configuration not stated)	6%	x	-10%	0.8%	-4%
C#CCNC(=O)C1=C[C@@H](C2CCCCC2)[C@H](CCCO)[C@@H](OCC)O1	14%	5%	-6%	1.2%	8%
CC1(C)CC(=O)C(C2c3ccccc3Oc3ccccc32)C(=O)C1	4%	u	-2%	0.3%	-1%
O=C(O)C(NS(=O)(=O)c1ccccc1)C(O)c1ccccc1 (configuration not stated)	-1%	10%	3%	0.4%	-9%
CC(NC(=O)c1ccc(N2CCCC2=O)cc1)c1ccccc1 (configuration not stated)	-7%	-7%	-13%	3.1%	7%
CCCNC(=O)N1CCC(c2nc3ccccc3s2)CC1	-9%	17%	9%	i	-4%
Cc1ccsc1/C=N/NC(=O)C(O)c1ccccc1 (configuration not stated)	-5%	4%	-2%	1.5%	-6%
CCc1nc2c(C#N)c(-c3ccc(Cl)cc3)ccn2n1	-8%	x	-11%	1.4%	2%
Cc1nnc(NC(=O)CC(C)c2ccccc2)s1 (configuration not stated)	-3%	1%	5%	1.7%	-6%
Cc1ccc(NC(=S)N2CCN(c3ccccc3F)CC2)c(C)c1	5%	7%	5%	0.2%	2%
O=C(NC(=S)Nc1ccc(Cc2ccncc2)cc1)c1ccccc1	-11%	u	-12%	4.4%	-3%
O=C(NNC(=O)C1CC=CCC1)c1cccc(Br)c1 (configuration not stated)	6%	-9%	-9%	0.3%	-24%
COc1ccc(C(=O)C2CCCN(C(=O)c3cc4nc(C)cc(C)n4n3)C2)cc1F (configuration not stated)	-3%	-5%	-9%	0.3%	-17%
COc1ccccc1C(=O)COC(=O)COc1cccc2c1OC(C)(C)C2	-7%	15%	-9%	2.7%	-5%
COc1ccc(C(=O)NCCCCc2ccccc2)cc1	0%	41%	1%	i	x
Cc1csc2nc(CCNS(=O)(=O)c3ccc4c(c3)OCCO4)cn12	3%	5%	-1%	2.7%	0%
COc1ccc2c(c1)c1ncn(CCCN3CCOCC3)c(=O)c1n2C	-7%	x	x	2.7%	0%
COc1ccc(S(=O)(=O)NCC2CCCN(C(=O)CCC(F)(F)F)C2)cc1 (configuration not stated)	12%	u	0%	0.2%	-24%
CCOc1ccc(N2CC(C(=O)OCC(=O)NCc3ccccc3)CC2=O)cc1 (configuration not stated)	30%	-5%	-2%	0.1%	-2%
CC(=O)c1ccc(-n2nncc2C)cc1	1%	7%	-5%	i	8%
Cc1nc(NC(=O)c2cccnc2)ccc1Br	13%	63%	-9%	5.8%	-7%
Cc1ccc2cc(CCNC(=O)c3c(-c4ccccc4Cl)noc3C)c(=O)[nH]c2c1	8%	19%	-10%	9.9%	-13%

Going on with the list:
SMILES	PhoP GFP inhibition	tuberculosis growth	H37Rv inhibition	VEEV TC-83 Vero	H1N1 NS1A inhibition	others
CC(=O)Nc1ccc(OS(=O)(=O)c2cc(Cl)ccc2C)cc1	3%	13%	8%	7.4%	-17%
CCS(=O)(=O)NCCc1cc2c(OC)ccc(OC)c2[nH]c1=O	10%	-1%	-4%	1.4%	-10%
O=C(COc1ncnc2ccccc12)Nc1ccccc1[N+](=O)[O-]	5%	-13%	-2%	1.5%	0%
COc1ccc(S(=O)(=O)Nc2ccccc2C)cc1C(=O)N1CCOCC1	9%	-1%	-4%	1.2%	0%
O=C(CCCN1C(=O)c2ccccc2C1=O)N1CCc2ccccc2C1	-3%	2%	2%	1.8%	-4%
O=C(CCc1nc(-c2ccccc2F)no1)NC1CCCCCC1	-2%	22%	1%	4.3%	0%
CC(C)Cn1c(SCC(=O)Nc2ncccn2)nc2ccccc21	-5%	3%	0%	0.1%	5%
CNS(=O)(=O)c1ccc(N=Cc2c(C)[nH]n(-c3ccc(C)cc3C)c2=O)cc1	-6%	-2%	0%	1.6%	x
O=C(Nc1nc2ccccc2s1)c1cc2c(s1)-c1ccccc1OC2	0%	-6%	9%	i	-14%
CCn1c(SCC(=O)Nc2nc3c(s2)CCCC3)nnc1-c1ccccc1	2%	34%	4%	i	2%
Cc1ccc(/C=C/C(=O)OCC(=O)NCc2ccc(Cl)cc2)o1	x	13%	1%	i	-9%
C[C@]12CCC3C(CC[C@H]4C[C@H](OC(=O)c5cccnc5)CC[C@]34C)C1CCC2=O (some centres not stated)	x	41%	-2%	3.6%	10%
CC(=O)Oc1ccc(N(C(C)=O)S(=O)(=O)c2cc([N+](=O)[O-])ccc2C)cc1	-4%	-15%	-6%	4.8%	-6%
CCC1Sc2ccc(S(=O)(=O)Nc3ccc(OC)c(OC)c3)cc2NC1=O (configuration not stated)	-9%	8%	7%	i	0%
CCOC(=O)c1ccc(NC(=O)COc2ccc(S(=O)(=O)NC(C)C)cc2)cc1	-3%	9%	3%	0.2%	-3%
COc1ccc(COc2ccsc2C(=O)Nc2ccc(Cl)cc2)cc1	-6%	10%	5%	0.1%	-8%
O=C(COc1ccc(S(=O)(=O)N2CCCCC2)cc1)NCc1cccnc1	5%	2%	-2%	0.6%	1%
CCCCNC(=S)N(CCCN(C)C)Cc1cc2cc3c(cc2[nH]c1=O)OCO3	7%	-4%	-1%	0.0%	-3%
COC(=O)C1=C(O)/C(=C\c2ccc(O)c(OC)c2)N=C1C	0%	-3%	-9%	3.6%	5%
CN(C)C(=O)COC(=O)c1cccc(CN2C(=O)c3ccccc3C2=O)c1	0%	-8%	-8%	0.1%	-6%
Cc1ccc(C)c(NC(=O)CSc2nc(=O)n(CCN3CCOCC3)c3c2CCCC3)c1	6%	4%	0%	4.7%	-3%
O=C(CCCN1CCC(C(=O)c2ccc(F)cc2)CC1)c1ccc(F)cc1	-4%	62%	10%	i	-2%
CC(C)c1ccccc1NC(=S)N(C)C	15%	-4%	4%	1.1%	-1%
COc1cccc(CN2CC(C(=O)N(C)C3CCOCC3)CCC2=O)c1 (configuration not stated)	5%	-6%	-2%	0.3%	3%
Cc1cc(C(F)(F)F)nn1CC(=O)NNC(=S)Nc1ccc(F)cc1	3%	x	x	i	0%
CC(=O)Nc1ccc(NC(=O)c2cc(=O)c3ccccc3o2)cc1	-12%	-1%	-3%	6.1%	1%
O=C(COC(=O)c1ccc([N+](=O)[O-])cc1Cl)NC(=O)c1ccccc1	2%	56%	57%	0.5%	-2%

An excerpt of the results above, for reference:
SMILES	PhoP GFP inhibition	tuberculosis growth	H37Rv inhibition	VEEV TC-83 Vero	H1N1 NS1A inhibition	others
CC(=O)Nc1ccc(OS(=O)(=O)c2cc(Cl)ccc2C)cc1	3%	13%	8%	7.4%	-17%
CCS(=O)(=O)NCCc1cc2c(OC)ccc(OC)c2[nH]c1=O	10%	-1%	-4%	1.4%	-10%
O=C(COc1ncnc2ccccc12)Nc1ccccc1[N+](=O)[O-]	5%	-13%	-2%	1.5%	0%
COc1ccc(S(=O)(=O)Nc2ccccc2C)cc1C(=O)N1CCOCC1	9%	-1%	-4%	1.2%	0%
O=C(CCCN1C(=O)c2ccccc2C1=O)N1CCc2ccccc2C1	-3%	2%	2%	1.8%	-4%
O=C(CCc1nc(-c2ccccc2F)no1)NC1CCCCCC1	-2%	22%	1%	4.3%	0%
CC(C)Cn1c(SCC(=O)Nc2ncccn2)nc2ccccc21	-5%	3%	0%	0.1%	5%
CNS(=O)(=O)c1ccc(N=Cc2c(C)[nH]n(-c3ccc(C)cc3C)c2=O)cc1	-6%	-2%	0%	1.6%	x
O=C(Nc1nc2ccccc2s1)c1cc2c(s1)-c1ccccc1OC2	0%	-6%	9%	i	-14%
CCn1c(SCC(=O)Nc2nc3c(s2)CCCC3)nnc1-c1ccccc1	2%	34%	4%	i	2%
Cc1ccc(/C=C/C(=O)OCC(=O)NCc2ccc(Cl)cc2)o1	x	13%	1%	i	-9%
C[C@]12CCC3C(CC[C@H]4C[C@H](OC(=O)c5cccnc5)CC[C@]34C)C1CCC2=O (some centres not stated)	x	41%	-2%	3.6%	10%
CC(=O)Oc1ccc(N(C(C)=O)S(=O)(=O)c2cc([N+](=O)[O-])ccc2C)cc1	-4%	-15%	-6%	4.8%	-6%
CCC1Sc2ccc(S(=O)(=O)Nc3ccc(OC)c(OC)c3)cc2NC1=O (configuration not stated)	-9%	8%	7%	i	0%
CCOC(=O)c1ccc(NC(=O)COc2ccc(S(=O)(=O)NC(C)C)cc2)cc1	-3%	9%	3%	0.2%	-3%
COc1ccc(COc2ccsc2C(=O)Nc2ccc(Cl)cc2)cc1	-6%	10%	5%	0.1%	-8%
O=C(COc1ccc(S(=O)(=O)N2CCCCC2)cc1)NCc1cccnc1	5%	2%	-2%	0.6%	1%
